# ERb SRC1 inh: ER-beta (human) coactivator binding inhibition; TR-FRET ER-beta LBD / SRC1-Cy5 peptide binding; receptor agonist-loaded with 1 µM estradiol; Q92731; inhibition, % at 25.6 µM; actives 1.3% (n = 86,000);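 active = compounds whose percent inhibition of the receptor-coactivator binding signal exceeds about 50% in the single-dose screen, limit read from the data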;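 also: 0% = receptor plus peptide wells without compound and 100% = peptide-only wells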
# Target sequence (Q92731 whole entry, looked up, the tested form may be a part): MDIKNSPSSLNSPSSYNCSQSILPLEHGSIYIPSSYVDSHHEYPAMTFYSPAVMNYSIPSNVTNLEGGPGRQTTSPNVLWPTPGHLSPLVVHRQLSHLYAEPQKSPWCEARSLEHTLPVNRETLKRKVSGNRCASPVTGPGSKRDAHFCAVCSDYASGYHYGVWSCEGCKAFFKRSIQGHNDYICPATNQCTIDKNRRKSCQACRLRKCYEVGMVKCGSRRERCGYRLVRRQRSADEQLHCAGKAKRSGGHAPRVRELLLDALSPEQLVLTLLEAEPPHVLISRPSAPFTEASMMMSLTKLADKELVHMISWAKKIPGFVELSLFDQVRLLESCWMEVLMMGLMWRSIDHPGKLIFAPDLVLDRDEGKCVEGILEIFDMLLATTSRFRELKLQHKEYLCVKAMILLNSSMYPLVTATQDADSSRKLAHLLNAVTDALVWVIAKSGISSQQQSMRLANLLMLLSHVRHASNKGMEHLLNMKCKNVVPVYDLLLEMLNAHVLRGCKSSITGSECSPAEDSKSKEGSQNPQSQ
# HUVEC inhibit: blocks proliferation of human endothelial cells; HUVEC proliferation, CellTiter-Glo luminescence, 72 h; stronger effect = lower value; viability, % at 10 µM (by protocol); actives 1.1% (n = 86,000); AID 648;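 active = viability at or below 30%; inactive = viability above 30%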;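 also: 100% = median luminescence of DMSO-only cell control wells on each plate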
# Smad3 FoxH1 inh: Smad3 (human) transcription factor binding inhibition | P84022 | inhibition, % at 25 µM | actives 0.29% (n = 88,000) | TR-FRET Smad3/Dy647-FoxH1 peptide binding, europium anti-His;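 active = compounds that reduce the energy-transfer binding signal between the protein and its labelled peptide by more than half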;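 also: 0% = Smad3 plus labelled peptide maximal FRET and 100% = peptide-only background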
# Target sequence (P84022 whole entry, looked up): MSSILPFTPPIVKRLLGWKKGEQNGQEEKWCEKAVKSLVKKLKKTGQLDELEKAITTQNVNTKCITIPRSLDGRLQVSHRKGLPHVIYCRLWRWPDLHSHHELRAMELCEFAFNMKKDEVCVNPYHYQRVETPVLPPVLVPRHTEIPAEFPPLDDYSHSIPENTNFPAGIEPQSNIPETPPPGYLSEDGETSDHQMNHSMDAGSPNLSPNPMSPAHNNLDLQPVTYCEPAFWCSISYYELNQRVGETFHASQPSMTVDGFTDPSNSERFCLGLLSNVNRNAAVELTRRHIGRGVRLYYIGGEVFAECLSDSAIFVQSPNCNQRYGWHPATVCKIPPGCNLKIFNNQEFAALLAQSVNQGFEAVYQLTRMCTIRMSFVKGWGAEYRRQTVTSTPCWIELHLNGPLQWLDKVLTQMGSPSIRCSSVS
# ERa SRC1 pot: enhances coactivator binding to human estrogen receptor alpha; coactivator binding (% of control), % at 25.6 µM; TR-FRET ERalpha-LBD/SRC-Cy5 coactivator binding, 2 h; 100 = basal binding, no effect; P03372; actives 1.3% (n = 86,000); in the data active = activity above about 200%;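 also: binding measured in presence of low estradiol as agonist stimulus; 0% = peptide alone without receptor and 100% = receptor with peptide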
# ERa coact inh: ER-alpha (human) coactivator binding inhibition; inhibition, % at 25.6 µM; actives 1.7% (n = 86,000); TR-FRET ER-alpha LBD / SRC-1 peptide, estradiol-bound; P03372; in the data active = inhibition above about 50%;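 also: 0% = receptor plus peptide control and 100% = peptide only without receptor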
# H69AR growth 86K: blocks growth of human H69AR lung tumor cells; H69AR lung tumor viability, ATP luminescence, 72 h; stronger effect = lower value; viability, % at 10 µM; actives 6% (n = 85,000); AID 598;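 active = viability at or below 40%; inactive = viability above 40%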;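 also: multidrug resistant small cell line overexpressing MRP-1 efflux transporter; 100% = mean luminescence of untreated control wells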
# Mac1 fbg enh: increases human CD11b/CD18 adhesion to fibrinogen; P05107+P11215; K562 CD11b/CD18 adhesion to fibrinogen, ATPlite luminescence; activation, % at 10 µM; actives 0.07% (n = 93,000);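 active = 10 µM primary screen giving 50% or more activity, confirmed by 40% or more on retest at that dose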; also: strong numbers were not always called active
# MT1-MMP txn act: MT1-MMP promoter transcription activation. HT1080 MT1-MMP promoter luciferase reporter, luminescence, overnight; stronger effect = higher value. AID 750. activation factor at 10 µM. actives 0.16% (n = 86,000);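 active = activation factor of at least 2 for MT1-MMP transcription at 10 µM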
# Fibroblast inh: blocks proliferation of human lung fibroblasts. LL 47 human lung fibroblast viability, ATP luminescence; stronger effect = lower value. viability, % at 10 µM. actives 1.1% (n = 85,000). AID 719;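 active = viability at or below 50% in the single dose screen; inactive = viability above 50%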;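 also: compound exposure lasted 72 h before the ATP readout; 100% = median luminescence of untreated cell-only wells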
#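 Test system: LL 47 human lung fibroblasts; Quantity: 1,150 cells/well; Buffer or medium: IMEM plus 15% FBS; Dosing: tenfold compound dosing solution, DMSO at 0.1%; Timing: overnight cell rest, 72 h compound treatment at 37 °C; Detection: ATP-based CellTiter-Glo luminescent readout; Read-out basis: viability percentage against median untreated-cell control; Controls: cell-only wells, no compound.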
# Numbers without * were called inactive; · = no result given; [ ] = another dose, or the depositor's remark. The list is partial; the hit share may differ from the screen's.
smiles	ERb SRC1 inh	HUVEC inhibit	Smad3 FoxH1 inh	ERa SRC1 pot	ERa coact inh	H69AR growth 86K	Mac1 fbg enh	MT1-MMP txn act	Fibroblast inh
COc1ccccc1NC(=O)c1cc(C(=O)O)ccc1C(=O)O	-6	106	4	103	-1[fluorescence artefact?]	92	1	1.1	116
COc1ccc(Cl)cc1NS(=O)(=O)c1ccc(S(=O)(=O)N2CCCC2)cc1	3	87	6	83	4	78	-1	1	91
Cc1ccc(C)c(-n2c(C)cc(/C=N/NC(=O)c3c(C)nc4cc(C)ccn34)c2C)c1	-12	80	-6	93[fluorescence artefact?]	1	53	·	1.2	93
CCOC(=O)c1cc(NC(=O)CSCCO)ccc1Cl	-27[fluorescence artefact?]	105	6	117	-15	15*	4	1	97
CC(=O)Oc1ccc(N2C(=O)C3C4C=CC(CO)(O4)C3C2=O)cc1 (centres undefined)	19	93	1	56	21	89	1	1.3	99
COCCCn1c(=N)c(C(=O)NC2CCCCC2)cc2c(=O)n3ccccc3nc21	22	92	-9	100	25	63	·	1.3	101
O=C(C1CC1)N(CCN(C(=O)C1CC1)c1ccccc1)c1ccccc1	9[fluorescence artefact?]	113	-8	112	8	94	·	1.1	101
CCNC(=O)NC(=O)COC(=O)CNC(=O)COc1ccccc1	-1	100	-8	91	-7	99	-2	1	96
CCN(CC)C(=O)C1CCCN(Cc2ccccc2)C1 (centres undefined)	1	102	-56[fluorescence artefact?]	98	26	89	-3	1.2	104
O=C(c1ccc2c(c1)OCO2)N1CCN(c2ccccc2)CC1	-6	93	13	102	-8	83	-4	1	·
Cc1ccc(NC(=O)c2c(-c3c(F)cccc3Cl)noc2C)cc1F	3	88	7	100	-4	94	-2	1.1	98
CCCOc1ccc(N2C(=O)CC(N3CCN(c4ccccc4OC)CC3)C2=O)cc1 (centres undefined)	0	91	-9	99[fluorescence artefact?]	2[fluorescence artefact?]	99	-11	1	100
O=C(NCCc1ccccc1)c1ccnc(/C=N/O)c1	-8[fluorescence artefact?]	99	-17	122	-7	95	0	1.3	109
CSc1nc2n(n1)C(c1cc(Br)ccc1F)C(C(=O)N(C)C)=C(C)N2 (centres undefined)	2	90	1	107	1[fluorescence artefact?]	89	2	0.9	101
O=C(CSC1=Nc2ccccc2C2=NC(CC(=O)NC3CCCCC3)C(=O)N12)NCc1ccco1 (centres undefined)	-10	86	-2	91	-11	92	-6	1.1	106
CN1CCN(C2OC(=O)c3ccccc32)CC1 (centres undefined)	-5	88	-6	98[fluorescence artefact?]	-7	91	-6	1.1	92
Cc1cc(C)n(Cc2cccc(F)c2)c(=O)c1C#N	-2	97	-3	101	-4	97	3	1.2	96
CCCCOC(=O)Cn1c(=O)n(CC(=O)OCCCC)c2cc(C)ccc21	-3	92	4	121	6	100	-2	1.1	103
COc1ccc(-c2nc3c(=O)n(C)c(=O)[nH]c3n2CCc2ccccc2)cc1	6	90	13	103	0	99	-2	1.1	91
Cn1c(CCNC(=O)c2cccs2)nnc1SCC(=O)N1CCN(c2ccccc2)CC1	1[fluorescence artefact?]	96	-10	146	-4	89	2	1.1	100
O=C(Nc1cccc(NC(=O)c2cccnc2)c1)c1cccnc1	5	99	4	114	9	80	7	1.1	95
Cc1ccc(C)c(NC(=S)NC(NC(=O)Cc2cccc3ccccc23)C(Cl)(Cl)Cl)c1 (centres undefined)	69*	4.3*	-17	59	68*[fluorescence artefact?]	2.3*	102	1.1	4.4*
C=CCn1c(SCc2nc3ccccc3c(=O)[nH]2)nc2ccccc2c1=O	5	73	6	141	5	5.6*	0	1.2	86
c1ccc(-n2nnnc2-n2nnc3ccccc32)cc1	8	86	0	87	10	81	3	1.1	86
CC(C)Cn1cc(C(=O)NCc2cccs2)c2c3ccccc3n(C)c2c1=O	-3[fluorescence artefact?]	91	8	63[fluorescence artefact?]	25	80	-6	1.2	103
Cc1ccc2c(c1)NC(=O)C(CC(=O)NCc1ccc(F)cc1)O2 (centres undefined)	-5	95	14	98	3	85	-3	1.1	102
Cc1noc(C)c1CSCC(=O)OCC(=O)N1CC(=O)Nc2ccccc21	1	103	4	76[fluorescence artefact?]	-2	123	-2	1.2	88
COc1ccc(S(=O)(=O)N2CCc3ccccc32)cc1C(=O)OCc1c(C)noc1C	9	95	23[fluorescence artefact?]	93	-1	62	-5	1.5	92
O=C(CN1C(=O)c2ccccc2C1=O)Nc1ccc(-c2nc3ccccc3o2)cc1	-2	109	4	213*	-2	89	71	1.1	108
COc1ccc(CCNC(=O)c2n[nH]c(=O)c3ccccc23)cc1	16[fluorescence artefact?]	102	-5	103	1	95	-1	1.1	103
O=C(NCc1cccs1)c1ccc2c(c1)ncn2C1CCCC1	-6	81	9	122	-12	86	2	1.1	92
CC(=O)Nc1ccc(C(=O)OCC(=O)NC(=O)NC(C)(C)C)cc1	-29	76	-4	109	-2	91	-3	1.2	80
CN(CC(=O)N1CCN(c2ccccn2)CC1)S(=O)(=O)c1ccccc1	-4	96	4	109	-10	93	-1	1.3	107
CCN(CC)S(=O)(=O)c1cccc(C(=O)NC2CCCCC2)c1	23[fluorescence artefact?]	100	3	103	39	75	-2	1.6	100
COc1ccc(OC)c2[nH]c(=O)c(CCNC(=O)c3ccc(S(=O)(=O)N4CCCCC4)cc3)cc12	-5	83	5	109	-1	71	3	1.2	88
COc1cccc(OC)c1-c1nnc(-c2cn(C)c3ccccc23)o1	4[fluorescence artefact?]	86	11	118	4	97	-2	1.2	97
CCOc1ccc(NC2c3ccccc3C(=O)N2Cc2ccc3c(c2)OCO3)cc1 (centres undefined)	6	96	11	106	-5	88	4	·	98
O=C(NCc1ccco1)C1CCCN(S(=O)(=O)c2cccc3nonc23)C1 (centres undefined)	36	100	11	86[fluorescence artefact?]	26	92	-2	·	91
O=C(O)CSc1nnc(-c2ccc(S(=O)(=O)N3CCCC3)cc2)n1Cc1ccco1	11	100	-8	81	4	95	-2	1.1	108
CCC1CCCCN1C(=O)COC(=O)c1n[nH]c2ccccc12 (centres undefined)	3	98	-11	107	-7	96	-5	1.1	101
Cc1cccc(NC(=O)Cc2noc3ccccc23)c1	9	81	5	125	3	87	·	2.1*	95
CCOC(=O)c1c(N2C(=O)C3CC(C)=C(C)CC3C2=O)sc(C)c1C (centres undefined)	1	83	-10	89	-8	78	1	1.2	99
CCCC(=O)Nc1ccc2c(c1)nc(CN1CCCC1)n2C	-1[fluorescence artefact?]	98	8	102	6[fluorescence artefact?]	98	0	1.1	100
O=C(Nc1ccc2c(c1)OCO2)c1cccc(S(=O)(=O)N2CCCC2)c1	-6[fluorescence artefact?]	104	-13	123	-4	89	-3	1.2	104
Cc1csc2nc(CNS(=O)(=O)N(C)C)cn12	7	99	7	73[fluorescence artefact?]	18	87	-2	0.9	95
O=C1NCC(COCc2ccco2)O1 (centres undefined)	1[fluorescence artefact?]	100	-5	132[fluorescence artefact?]	12	92	0	0.9	95
CCc1ccc(NC(=O)c2noc3c2CCC3)cc1	77*	98	-5	43[fluorescence artefact?]	81*	109	-3	·	98
O=C(Nc1ccc2c(c1)nc1n2CCOC1)c1ccccc1	-11[fluorescence artefact?]	84	4	113	4[fluorescence artefact?]	103	0	1.4	101
Cc1ccc(S(=O)(=O)N(CC(=O)NCc2ccncc2)C2CCCCC2)cc1	-14	106	0	110	1	91	-3	1.1	95
O=C(Nc1ccccc1Cl)C1CCN(Cc2cnn(-c3ccccc3)c2-n2cccc2)CC1	-13	113	21	113	3	64	2	1	92

# The list continues:
smiles	ERb SRC1 inh	HUVEC inhibit	Smad3 FoxH1 inh	ERa SRC1 pot	ERa coact inh	H69AR growth 86K	Mac1 fbg enh	MT1-MMP txn act	Fibroblast inh
CCSc1ccc2nnc(-c3ccc(F)cc3)n2n1	6	91	14	87	-8	73	0	1	100
Nc1c(NCc2ccccc2)c2ccccc2oc1=O	-8	98	-1	109	-6	91	-3	1	96
C=CCC(CC=C)(C(=O)O)c1ccccc1	4	102	12	122[fluorescence artefact?]	-4	96	-1	1.1	106
CCOC(=O)C1CCN(C(=O)COc2ccc(S(=O)(=O)NC(C)C)cc2)CC1	-6	97	-5	122	-10	95	-5	1.2	105
Cc1ccc(-n2c(SCC(=O)OC(C)C)nnc2-c2ccco2)cc1	-33	99	2	86	-21	79	-3	1.1	102
COc1ccc(N2C(=O)C3CCCN3C2c2ccccc2Cl)cc1 (centres undefined)	-2	112	0	115	1	81	0	1.1	97
Cc1cc(C(=O)N2CCN(S(C)(=O)=O)CC2)sc1-c1ccccc1	7[fluorescence artefact?]	82	-6	162[fluorescence artefact?]	-4	86	-6	1.1	96
O=C(Nc1nc(-c2cccs2)c(-c2ccccc2)s1)c1ccco1	11[fluorescence artefact?]	76	-3	99[fluorescence artefact?]	1[fluorescence artefact?]	87	9	1.1	97
CCOc1cccc(OCCCCN2CCOCC2)c1	0	96	-4	113	-2	91	-4	·	99
COc1ccc(CC(=O)NCc2ccccn2)cc1OC	0	96	-5	112	-2	95	·	1.1	98
O=C(NCC(c1cccnc1)N1CCN(c2ccccc2)CC1)OCc1ccccc1 (centres undefined)	-25	102	5	97	-27	84	·	1.2	95
COc1ccccc1N(CC(=O)NCc1ccccc1)S(C)(=O)=O	0[fluorescence artefact?]	79	-2	123	0[fluorescence artefact?]	93	4	1	98
CCOC(=O)CN1NC2(CCCCC2)NC1=S	0	105	0	84[fluorescence artefact?]	1	87	-2	0.9	109
CC(=O)N1CCCc2cc(S(=O)(=O)Nc3ccc(C)cc3C)ccc21	·	93	·	·	·	96	·	1.1	103
CC(NS(=O)(=O)c1ccccc1)C(c1cccs1)N1CCN(c2ccccc2)CC1 (centres undefined)	-6	91	4[fluorescence artefact?]	120	-6	94	-5	1.3	92
COC(=O)[C@H](CCSC)NC(=O)NCc1ccc(S(N)(=O)=O)cc1	-8	90	-2	118	-8	1.9*	-2	1.1	99
N#CCSc1nnc(-c2ccc(S(=O)(=O)N3CCOCC3)cc2)n1CC1CCCO1 (centres undefined)	-8	96	6[fluorescence artefact?]	111[fluorescence artefact?]	-11	101	1	1.2	94
CCOc1ccc(C(NC(=O)c2ccco2)c2ccc(OC)c(OC)c2)cc1 (centres undefined)	2	95	-5	91	3[fluorescence artefact?]	93	-4	·	114
COc1cc(C(=O)N2CCN(S(=O)(=O)c3ccc(C)cc3)CC2)ccc1OCc1c(C)noc1C	12	108	3	91	3	98	-6	1.1	101
N#Cc1c(NC2CCCCC2)nc(-c2ccco2)c2c1CCCC2	-2	65	-5	86	30	71	-2	1.2	93
Cc1c(C(=O)N2CCCCCC2)oc2ccccc12	-7	99	-8	108[fluorescence artefact?]	-2	85	-2	1.1	99
Cc1cccc(NC(=O)C2CCCN2C(=O)OCC(C)C)c1 (centres undefined)	-2	95	6	106	-2	106	-4	1.2	96

# Bioassay records from PubChem.
